# Screening results as filed in PubChem BioAssay.
# Pf growth 48h = P. falciparum growth inhibition at 48 hours (one generation). hit rate 5.9% among 310,000. P. falciparum luciferase growth in erythrocytes, 48 h. Potency, µM (titrated, usually from 28.7 µM), for the others: at the top dose activity change, negative = inhibition, hits mostly inhibitors; note: potency is the fitted concentration of half-maximal effect; % is set by controls: 0 for no effect and ±100 for the full control effect
#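 A one-generation exposure of luciferase-tagged malaria parasites in RPMI 1640/Albumax erythrocyte culture, 37 C and 5% CO2. Inhibition is inferred from decreased luminescence after adding detection reagent.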
# HCV inhibitor = inhibitors of hepatitis C virus infection. Huh7.5.1 HCVcc-Cre infection, luciferase reporter, 44 h. Potency, µM (titrated, usually from 41.8 µM), inactives show at the highest dose activity change, negative = inhibition, most hits filed as inhibitors. hit rate 3.4% among 340,000. AID 651820; note: potency is the fitted concentration of half-maximal effect; % is set by controls: 0 for no effect and ±100 for the full control effect
#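 Infectious HCVcc-Cre (~0.5 moi) was added to cells just after compound, with cells seeded 4 h earlier at 1,000 per well. Luciferase activity after 44 h culture reported infection; substrate was incubated 15 min at room temperature before reading.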
# Giardia FBPA inh = inhibitors of Giardia lamblia fructose-1,6-bisphosphate aldolase; A8B2U2; purified Giardia FBPA; Potency, µM (top dose mostly 59.6 µM), for inactives: at the highest dose activity, negative = inhibition, usual class: inhibitors; hit rate 0.71% among 290,000; AID 2451; note: potency is the fitted concentration of half-maximal effect; % is set by controls: 0 for no effect and ±100 for the full control effect; nearly all actives have a fitted effect of over 55% in size
# Target sequence (A8B2U2 whole entry, looked up): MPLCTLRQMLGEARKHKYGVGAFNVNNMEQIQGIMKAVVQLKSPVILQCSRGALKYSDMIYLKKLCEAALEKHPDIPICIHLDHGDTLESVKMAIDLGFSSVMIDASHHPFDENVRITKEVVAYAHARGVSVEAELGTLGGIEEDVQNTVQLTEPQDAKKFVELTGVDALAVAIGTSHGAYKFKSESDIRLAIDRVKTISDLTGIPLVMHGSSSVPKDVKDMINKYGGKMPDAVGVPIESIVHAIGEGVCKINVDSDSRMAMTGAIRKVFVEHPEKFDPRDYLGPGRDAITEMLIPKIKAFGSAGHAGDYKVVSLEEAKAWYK
#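 Giardia FBPA (40 nM reagent) was preincubated 10 min at RT with compound (up to 57.5 uM final), then substrate plus GAPDH/TPI/NAD/arsenate coupling system with diaphorase/resazurin was added; resorufin fluorescence (525/598 nm) was read after 20 min.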
# Pf growth 96h = P. falciparum growth inhibition at 96 hours; hit rate 6.9% among 320,000; AID 504834; P. falciparum luciferase reporter growth, 96 h; Potency, µM (doses to about 28.7 µM), for inactives: top-dose activity change, negative = inhibition, usual class: inhibitors; note: potency is the fitted concentration of half-maximal effect; % is set by controls: 0 for no effect and ±100 for the full control effect
#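 Readout is luminescence from an integrated firefly luciferase in P. falciparum. Red cells, 2% hematocrit and 0.05% parasitemia final, were cultured with compound through two parasite generations (96 hours) at 37 C, 5% CO2.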
# Cycloheximide cs = counter-screen for Shiga toxin inhibitors: cycloheximide protein synthesis inhibition. cell reporter, cycloheximide protein synthesis inhibition counterscreen. max response, %. hit rate 12% among 300,000; in the data active = max response mostly above about 13%, no sharp cut-off; inactive = mostly below about 14%; note: read at 38.3 µM for the half of the compounds with a filed dose; 0% is about no effect
# Shiga inhibitor = blocks Shiga toxin action in Vero cells; Vero cells, Shiga toxin protein synthesis inhibition reporter; inhibition, % at 38.7 µM; hit rate 9.2% among 290,000; AID 2315; in the data active = inhibition mostly above about 28%, no sharp cut-off; inactive = mostly below about 43%; note: 0% is about no effect
# Active calls of the source: *; i = inactive; u = inconclusive; x = no result given; + = active, no number; & = joins results of further samples; ! = a repeat was not active; [ ] = another dose, or the depositor's remark. Unless noted, calls come from the whole dose curve; as a rule, active = well fitted curve in the direction sought with a large enough effect; inconclusive = small, poorly fitted or top-dose-only effect, or another doubt; inactive = no such curve, though single readings can be large; an effect the other way counts as inactive or inconclusive.
Molecule,Pf growth 48h,HCV inhibitor,Giardia FBPA inh,Pf growth 96h,Cycloheximide cs,Shiga inhibitor
CCSc1nnc(NC(=O)C2CCN(S(=O)(=O)c3cc(C(F)(F)F)ccc3Cl)CC2)s1,-16%,u,-7%,u,-2,-12
COc1cc(/C=N\Nc2nc(-c3cccs3)c(NC(C)=O)s2)ccc1O,u,8%,-26%,u,17*,34
Cc1cc(C(F)(F)F)c(C#N)c(=O)[nH]1,-2%,26%,-1%,-10%,-1,13
Cc1ccc(S(=O)(=O)c2nc(S(C)(=O)=O)sc2N(C)C)cc1,-25%,-6%,4%,-1%,-5,-18
Cn1nnc2c(N3CCCCC3)nccc21,22%,9%,-9%,u,13,-7
Cc1ccc(NC(=O)C2CCC(CNC(=O)[C@@H]3Cc4ccccc4CN3)CC2)cc1 (stereo partly specified),u,8%,x,u,8,-8
CSc1ccccc1OCc1cc(C(=O)NCCC2CCCCO2)no1 (stereo unspecified),-7%,-29%,x,u,33*,45*
CCOc1ccc(N2C(=O)NC(=O)/C(=C/c3cnc(SC)nc3)C2=O)cc1,7%,4%,9%,u,-2,12
CCc1ccc(-c2cn3nc(-c4ccccc4)cnc3n2)cc1,43%[activator],-8%,5%,64%[activator],25*,64*
CN(C)C(=O)Nc1ccccc1,20%,17%,5%&2%,-26%,41*!,88*!
O=C(Cn1cnc2ccccc2c1=O)c1cccs1,x,u,0%,-21%,-3,-8
Cc1ccccc1/C=C/C12NC(=O)CN1c1ccccc1C2(C)C (stereo unspecified),u,-21%,-5%,u,24*,63
Cn1cc(S(=O)(=O)Nc2ccc(Br)cc2F)c(=O)n(C)c1=O,x,2%,2%,37%[activator],-1,-6
CCC(=C(c1ccc(OC)cc1)c1ccc(OC)cc1)c1cn(CC(O)CN(CCO)CCO)c2ccccc12 (stereo unspecified),9.3µM*,u,-6%,u,-3,-5
Cc1oc(-c2ccc(Cl)cc2)nc1CS(=O)CC(=O)NCCCN1CCOCC1 (stereo unspecified),1%,5%,x,u,-2,11
COc1ccc(CNC(=O)C(NS(=O)(=O)c2ccc3c(c2)CCCN3C(C)=O)C(C)C)cc1 (stereo unspecified),0%,5%,-5%,43%[activator],1,-24
COc1cccc(CNn2cnnc2)c1O,55%[activator],8%,-6%,34%[activator],1,-11
COc1ccccc1-c1cc(C(=O)Nc2ccc(F)cc2F)no1,23%,x,0%,u,7,39
COc1ccc(-c2nc(N)n(C(=O)Cc3ccccc3)n2)cc1,x,-20%,-9%,-2%,9,-6
N#CC(C#N)=c1ccc2c(c1)N1C3=C(CCCC3)CC3CCCCC31N=2 (stereo unspecified),u,0%,-3%,51%[activator],-1,-10
CC(NC(=O)C1CCN(S(=O)(=O)c2ccccc2)CC1)c1ccccc1 (stereo unspecified),-8%,-2%,2%,-11%,3,-5
CC(=O)c1sc2c(c1N)c(=O)[nH]c(=O)n2-c1ccccc1,u,8%,-5%,9%,-3,19
O=C(Cc1ccc(Cl)cc1)NNS(=O)(=O)c1ccc([N+](=O)[O-])cc1,5%,17%,0%,12%,3,19
COc1ccc(Cl)c2c1[nH]c1nc(SCc3cccnc3)nnc12,-4%,-6%,1%,27%,10,21
O=C(CSc1cccs1)Nc1cccc2ccccc12,151%[activator],3%,4%,u,50*,+
CCN(C(=O)COC(=O)CNC(=O)C1CCCCC1)c1ccccc1,39%[activator],15%,x,103%[activator],x,x
COCCNC(=O)c1onc(CSc2ccc(C)c(C)c2)c1C(=O)O,35%[activator],23%,17%,74%[activator],-2,-20
CN1CCN(CC(=O)Nc2ccccc2Sc2ccccc2)CC1,u,-6%,u,-11%,-4,-5
O=C(OCN1C(=O)c2ccccc2C1=O)/C(=C\c1ccco1)NC(=O)c1ccccc1,1%,11%,-2%,20%,3,-4
COCCn1ccc2c(OCC(=O)Nc3cc(OC)ccc3OC)cccc2c1=O,12µM*,u,x,u,x,x

# Among those listed so far, 2 contain a cyano group.
Molecule,Pf growth 48h,HCV inhibitor,Giardia FBPA inh,Pf growth 96h,Cycloheximide cs,Shiga inhibitor
Cc1cc(C(F)(F)F)c(C#N)c(=O)[nH]1,-2%,26%,-1%,-10%,-1,13
N#CC(C#N)=c1ccc2c(c1)N1C3=C(CCCC3)CC3CCCCC31N=2 (stereo unspecified),u,0%,-3%,51%[activator],-1,-10

# More results follow.
Molecule,Pf growth 48h,HCV inhibitor,Giardia FBPA inh,Pf growth 96h,Cycloheximide cs,Shiga inhibitor
O=[N+]([O-])c1ccc(-c2csc(N/N=C/c3cccnc3)n2)cc1,2%,1%,-5%,3%,3,-7
CC1(NC(=O)Cc2c(Cl)cccc2Cl)CCS(=O)(=O)C1 (stereo unspecified),u,9%,x,15%,x,x
CCCCN(C)CCC(=O)Nc1ccc(F)c(F)c1,-5%,-10%,-4%,117%[activator],-3,-10
Cc1cc2nc(/C=C/c3nc4cc(C)c(C)cc4[nH]3)[nH]c2cc1C,0.47µM*,-5%,6%,0.33µM*,4,2
COc1cccc(CC(=O)Nc2cc(S(=O)(=O)N3CCOCC3)ccc2OC)c1,-11%,1%,x,u,x,x
COc1ccc(NC(=O)N2CCCCC2)cc1,36%[activator],3%,-1%,-23%,26*,29
CC1=C(C(=O)Nc2ccccc2C(=O)N2CCCCC2)SCCO1,u,13%,x,u,5,-8
Cc1cc(C)n(CC(O)Cn2c3ccccc3c3ccccc32)c(=O)n1 (stereo unspecified),x,-11%,4%,u,-2,-15
CCOC(=O)c1sc(NC(=S)NC(=O)CC(C)C)cc1C,-4%,u,-12%,68%[activator],43*,49*
CC(C)Cn1c(=O)c2c(nc3n2CCCN3CCc2ccccc2)n(C)c1=O,5.2µM*,10µM*,1%,7%[5.75 µM],-7,-8
CCOc1cc(-c2nnc(NC(=O)c3ccco3)o2)cc(OCC)c1OCC,u,-16%,x,-14%,x,x
CCOC(=O)CCC(=O)OCC(=O)NC(C)C1CC2CCC1C2 (stereo unspecified),7%,u,7%,0%,-4,55
Cc1cccc(CN2CCCC(C(=O)Nc3ccc(-c4cscn4)cc3)C2)c1 (stereo unspecified),u,x,x,9.3µM*,12,-7
O=C(CN1CCN(c2ncccn2)CC1)Nc1ccccc1C(F)(F)F,u,10%,-4%,327%[activator],-7,-8
N=C1S/C(=C\c2ccccc2)C(=O)N1c1ccc(F)cc1,-20%,-9%,1%,-12%,-2,-14
CC(=O)Cc1cc2cc([N+](=O)[O-])ccc2oc1=O,29%,-16%,-4%,72%[activator],6,-10
O=C(c1ccc(C(F)(F)F)cc1)C1CCCN(C(=O)c2cnccn2)C1 (stereo unspecified),0%,7%,3%,u,11,1
Cc1cc(NC(=O)CCC(=O)N(CC(=O)NC2CCCC2)c2ccc(C)c(F)c2)no1,-17%,4%,9%,-5%,-3,-5
COc1ccc2c(CC(=O)NCc3ccc4c(c3)OCO4)coc2c1,-10%,-19%,18%,u,0,-9
CCOc1ccc(CC(=O)Nc2nccs2)cc1OCC,u,10%,1%,i,-4,-2
CC(C)CNC(=O)/C=C/c1cccs1,62%[activator],-4%,1%,u,19*,24
COC(=O)C(NC(C)=O)(Nc1nc2ccc(S(C)(=O)=O)cc2s1)C(F)(F)F (stereo unspecified),24%,u,0%,4%,1,-4
O=C(N/N=C/c1c(Nc2cccc(C(F)(F)F)c2)nc2ccccn2c1=O)c1ccccc1[N+](=O)[O-],2%,u,3%,u,-4,26
C=CCN1C(=O)c2ccc(C(=O)N(C)CC(=O)Nc3c(C)cccc3C)cc2C1=O,2%,-12%,x,26%,x,x
COc1ccc(Cl)cc1NC(=O)NCc1ccccn1,-5%,u,9%,94%[activator],0,7
O=C(Oc1c(Cl)cc(Cl)c2ccccc12)N1CCCC1,u,-15%,1%,u,-3,-14
O=C(CN1CCN(S(=O)(=O)c2ccc(F)cc2)CC1)Nc1ccnn1C1CCCC1,u,-5%,x,1%,x,x
CCCS(=O)(=O)N1CCC(C(=O)N2CCc3ccccc3C2)CC1,30%,1%,6%,u,-2,22
N=c1c(C(=O)NCC2CCCO2)cc2c(=O)n3ccccc3nc2n1C1CCCCC1 (stereo unspecified),-7%,1%,-4%,2.6µM*,-1,-4
COc1ccc(CCC(=O)Nc2ccc(S(=O)(=O)Nc3nccc(C)n3)cc2)cc1,-10%,-2%,-11%,-20%,-5,4
Cc1ccc(-c2n[nH]c(=S)n2-c2ccccc2)cc1,-1%,0%,11%,16%,-1,-4
COc1cccc(C2c3[nH]c4ccccc4c3CCN2CCCn2cccn2)c1 (stereo unspecified),u,-30%,-8%,u,-2,-5
CCCC(C)c1nnc(NC(=O)CCS(=O)(=O)Cc2ccccc2)s1 (stereo unspecified),5%,4%,0%,3%,-4,-9
COc1ccc(/C=C/C(=O)Nc2c(C(=O)O)[nH]c3ccccc23)cc1OC,-18%,-4%,3%,-2%,1,-12
COc1ccccc1C(=O)N/C(=C\c1cn(S(=O)(=O)N(C)C)c2ccccc12)C(=O)N1CCOCC1,u,18%,x,u,-2,-6
COC(=O)CCC(=O)OC1(C)C(=O)C=C2C=C(C3CC3)N(CCN3CCOCC3)C=C2C1=O (stereo unspecified),u,16%,u,54%[activator],-5,4
Cc1ccc(NC(=O)COc2ccccc2)c(NC(=O)c2ccco2)c1,-10%,-16%,6%,-13%,3,10
COc1ccc(C2CC(c3ccc4ccccc4c3)=NN2C(=O)CN2C(=O)CCC2=O)cc1 (stereo unspecified),9.3µM*,-2%,0%,u,13,24
COc1ccc(C)cc1NC(=O)c1ccc(S(=O)(=O)N2CCOCC2)cc1,-8%,-8%,0%,-29%,2,-5
CCn1cc(CN2CCCC(CO)(Cc3cccc(Cl)c3)C2)cn1 (stereo unspecified),-18%,4%,5%,u,2,3
CCc1cccc(C)c1NC(=O)CN1C(=O)c2ccccc2S1(=O)=O,x,-8%,0%,33%[activator],6,45
COC(=O)CC/C(O)=C1\C(=O)CC(C)(C)CC1=NCCc1nc2ccccc2[nH]1,-9%,-15%,2%,u,-2,-9
Cn1c(SCC(=O)N2CCCC2=O)nnc1-c1ccccc1F,9%,22%,5%,9%,6,13
Cc1nn(CC(O)Cn2c3c(c4ccccc42)CCN(C)C3=O)c(C)c1Br (stereo unspecified),u,u,-18%,0%,-5,-4
NC(=O)c1ccc[n+](CC(=O)c2ccc(F)cc2)c1,59%[activator],15%,-4%,57%[activator],-2,-4
Cc1cc(C)n2nc(SCc3cc(=O)oc4ccc5ccccc5c34)nc2n1,28%,-5%,-3%,37%[activator],7,-17
CC1=Nc2ccccc2/C1=C/c1c(N)n2c(S(=O)(=O)CC(C)C)nsc2nc1=O,-13%,16%,22%,u,-3,-8
Cc1ccc(/C=N/NC(=O)CNC(=O)c2ccc(C)c([N+](=O)[O-])c2)o1,17%,-10%,-14%,19%,-3,-9
CCCCNC(=S)Nc1ccc2nc(N3CCN(CC)CC3)cc(C)c2c1,-3%[0.00184 µM],13µM*,1%,u,-4,-8
COc1ccc(CCNC(=O)CCNC(=O)N2CC(=O)Nc3ccccc32)cc1OC,-1%,u,x,u,2,-6
Oc1cccc2ccc(/C=C/c3ccccc3Br)nc12,0%,u,29%,u,62*,83*
